TRPC4 agonist – activators of mouse TRPC4 channel, primary screen, Fluo4 calcium, HEK293 TRPC4beta/mu-opioid cells | Short transient receptor potential channel 4 (Mus musculus), Q9QUQ5 | Fluo4 calcium fluorescence; hits give high values | B-score at 10 µM | actives 0.49% (n = 310,000);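 active = B-score above 5 SD of library B-scores, and initial fluorescence ratio not above library mean plus 5 SD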;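 also: positive B-score marks a calcium rise read as TRPC4 activation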
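Technique: kinetic Fluo4 calcium fluorescence; Test system: TRPC4beta and mu-opioid receptor HEK293 stable cells; Measure: B-scored integrated calcium fluorescence ratio; Benchmarks: low control buffer alone, high control maximal DAMGO; Schedule: 45 min room-temperature Fluo4 loading, 110 s read.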
ANO1 block – TMEM16A chloride channel inhibitors, primary screen, cell-based, HTS. Anoctamin-1 (Mus musculus), Q8BHY3. HEK293 TMEM16A/YFP iodide influx fluorescence, ionomycin. normalized B-score (activity score, 25-100; higher = stronger inhibition) at 10 µM. actives 1.2% (n = 310,000). AID 588511, 2011;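 active = ratio plate-corrected score three or more library SD toward inhibition, starting fluorescence score within five deviations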;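 also: score derived from kinetic fluorescence span divided by baseline fluorescence per well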
TRPC4 potent – positive allosteric modulators of TRPC4, primary screen, cell-based, mouse TRPC4beta, HEK293 mu-opioid, Fluo-4 calcium. Short transient receptor potential channel 4 (Mus musculus), Q9QUQ5. AID 2227, 2009. B-score at 10 µM. actives 0.42% (n = 310,000). DAMGO EC20, Fluo-4 Ca2+ flux; hits give high values;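 active = B-score of calcium response area above 5 SD of library B-scores, with initial fluorescence ratio within 5 SD of library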;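 also: B-score of integrated fluorescence ratio over time as area under calcium response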
hERG protect – hERG rescue from dofetilide block, primary screen, cell-based, CHO-hERG, FluxOR thallium flux, dofetilide IC70. Voltage-gated inwardly rectifying potassium channel KCNH2 (Homo sapiens), Q12809. dofetilide IC70 present. activation (rescue from dofetilide block), less the hit threshold, % at 10 µM. actives 0.51% (n = 310,000). AID 1511, 2009;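 active = activation above the mean of controls blocked by dofetilide plus 5 SD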;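 also: thallium influx through hERG after potassium depolarization seen as dye fluorescence rise; in these data hits start at about 4.7%; inactives centre near -7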
ANO1 activ – TMEM16A chloride channel activators or potentiators, primary screen, cell-based, HTS; Anoctamin-1 (Mus musculus), Q8BHY3; HEK293 TMEM16A/YFP-H148Q/I152L, iodide quench fluorescence; hits give low values; B-score at 10 µM; actives 0.3% (n = 340,000); AID 623877, 2012;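 active = fluorescence-ratio B-score plate-corrected deviation score at least 3 library SD below zero, with starting fluorescence score within 5 deviations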;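 also: channel opened by trigger with iodide after compound preincubation; score built on the fluorescence ratio of max minus min over baseline; more negative score means more quench and so TMEM16A activation or potentiation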
KCNQ1 inh – inhibitors of human KCNQ1 channel, primary screen, cell-based, thallium flux, high-throughput. CHO-K1 KCNQ1, FluxOR thallium flux fluorescence; hits give high values. B-score at 10 µM. AID 2642, 2010. actives 1.3% (n = 310,000). Potassium voltage-gated channel subfamily KQT member 1 (Homo sapiens), P51787;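 active = compounds whose thallium flux B-score, printed positive for inhibition, exceeds three library SD while starting fluorescence stays within three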;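 also: channel opened by potassium depolarization with thallium stimulus after 20 min compound exposure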
KCNK9 inh – KCNK9 potassium channel inhibitors, primary screen, HEK293 cells, thallium flux; Potassium channel subfamily K member 9 (Homo sapiens), Q9NPC2; FluxOR thallium flux fluorescence; hits give low values; B-score at 10 µM; actives 1.2% (n = 310,000); AID 488922, 2010;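 active = ratio B-score over 3 SD below the library mean, with starting fluorescence within 5 SD of its mean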;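 also: negative B-score means less thallium flux so channel inhibition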
Target sequence (Q9NPC2 whole entry, looked up): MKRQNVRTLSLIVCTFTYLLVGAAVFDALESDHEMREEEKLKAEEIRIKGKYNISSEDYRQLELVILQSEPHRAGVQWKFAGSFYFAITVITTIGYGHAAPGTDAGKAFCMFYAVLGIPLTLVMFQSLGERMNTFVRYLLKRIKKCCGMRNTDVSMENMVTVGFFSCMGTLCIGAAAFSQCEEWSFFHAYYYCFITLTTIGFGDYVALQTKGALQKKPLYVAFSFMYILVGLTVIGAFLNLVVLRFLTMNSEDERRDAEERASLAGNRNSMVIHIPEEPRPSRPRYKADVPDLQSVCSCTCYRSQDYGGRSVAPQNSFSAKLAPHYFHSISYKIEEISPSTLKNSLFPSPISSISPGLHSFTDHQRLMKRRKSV
Dyrk1A ADPGlo – rat Dyrk1A kinase inhibitors, primary screen, biochemical, single point, plate reader; ADP-Glo luminescence, NFATc1 peptide; inhibition, % at 12.5 µM; actives 0.43% (n = 310,000); AID 504441, 2011; in the data active = inhibition above about 50%;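 also: plate controls were vehicle with enzyme for no effect and no enzyme for full effect; many of its hits are not listed in these tables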
KCNK3 block – human KCNK3 channel inhibitors, primary screen, CHO cells, FluxOR thallium flux, B-score; Potassium channel subfamily K member 3 (Homo sapiens), O14649; FluxOR fluorescence; hits give low values; B-score at 10 µM; actives 0.84% (n = 340,000);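 active = B-score under library mean minus 4 SD, starting fluorescence ratio at most library mean plus 5 SD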;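 also: more negative B-score means stronger inhibition of thallium flux through KCNK3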
Target sequence (O14649 whole entry, looked up): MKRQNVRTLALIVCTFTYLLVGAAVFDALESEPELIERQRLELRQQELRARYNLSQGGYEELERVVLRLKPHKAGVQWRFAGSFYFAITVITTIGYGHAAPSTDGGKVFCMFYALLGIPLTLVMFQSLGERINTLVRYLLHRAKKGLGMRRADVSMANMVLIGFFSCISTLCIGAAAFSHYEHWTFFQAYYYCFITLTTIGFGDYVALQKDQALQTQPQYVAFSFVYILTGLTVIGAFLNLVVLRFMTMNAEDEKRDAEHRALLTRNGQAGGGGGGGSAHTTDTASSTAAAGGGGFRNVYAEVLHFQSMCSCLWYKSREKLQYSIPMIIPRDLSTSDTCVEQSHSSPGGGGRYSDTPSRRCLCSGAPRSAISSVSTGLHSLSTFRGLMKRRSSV
KCNQ1 act – potentiators or activators of KCNQ1 channel, primary screen, cell-based, thallium flux, high-throughput | B-score at 10 µM | CHO-K1 KCNQ1, thallium flux FluxOR fluorescence; hits give high values | Potassium voltage-gated channel subfamily KQT member 1 (Homo sapiens), P51787 | actives 0.35% (n = 310,000);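 active = fluorescence ratio B-score, a plate-corrected score, at least three library SD, with initial intensity B-score within 5 SD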
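Assay system: CHO-K1 cells stably expressing KCNQ1. Medium: assay buffer for compound exposure, DMSO matched across wells. Timing: 37 °C overnight plating, 90-min dark dye load, 20-min compound pretreatment. Signal: kinetic FluxOR fluorescence, 10 s baseline plus 110 s post-stimulus.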
HDAC3 inhib – HDAC3 deacetylase inhibitors, primary screen, biochemical, fluorescence, cell-free homogeneous | Histone deacetylase 3 (Homo sapiens), O15379 | recombinant HDAC3, fluorogenic peptide/trypsin coupled | inhibition, % at 8.3 µM | actives 0.15% (n = 320,000); in the data active = inhibition above about 26%, passing the limit was not always enough; inconclusive = no clear call, values can overlap the other calls
An asterisk follows results filed as active; i = inactive; ? = inconclusive; / = not tested or not shown; & = joins results of further samples.

SMILES	TRPC4 agonist	ANO1 block	TRPC4 potent	hERG protect	ANO1 activ	KCNQ1 inh	KCNK9 inh	Dyrk1A ADPGlo	KCNK3 block	KCNQ1 act	HDAC3 inhib
OCCN1CCN(c2cc(C(F)(F)F)nc3c(F)cccc23)CC1	i	i	i	-3	i	i	i	/	i	i	-3
CCN(CC)CC(C)CNC(=O)C1(O)c2ccccc2NC(=O)N1c1ccc(Cl)c(Cl)c1 (stereo not given)	i	i	i	-10	i	i	i	-4	i	i	-1
CCOC(=O)c1sc(NCc2ccco2)c(-c2nc3ccccc3s2)c1N	i	i	i	-7	i	i	i	14	i	i	17
CCc1nc(SCC(=O)c2ccccc2)c2ccccc2n1	i	i	i	-7	i	i	i	15	-9.4*	i	2
COC(=O)c1ccccc1NC(=O)Nc1ccc(C(=O)N2CCCC2)cc1	i	i	i	-9	i	i	i	-1	i	i	2
CCCCOc1cc(C(=O)NCCN(CC)CC)c2ccccc2n1	i	i	i	-3&-6	i	i	i	-1&3	i	i	-5&-1
Cc1cc(-c2cccc([N+](=O)[O-])c2)nc2ccccc12	i	i	i	-9	i	i	i	-2	i	i	1
CN(C)c1ccc(C(=O)NCc2ccc3c(c2)OCO3)cc1	i	i	i	-13	i	i	i	-1	i	i	7
Cc1sc2cc(-c3cccc([N+](=O)[O-])c3)c(-c3cccc([N+](=O)[O-])c3)c[n+]2c1C	i	i	i	-7	i	i	i	-3	i	i	10
Cn1cccc1Cc1nnc(SCC(=O)Nc2ccc(F)cc2)n1CCc1ccccc1	i	i	i	-15	i	i	i	3	i	i	2
COc1ccccc1NC(=O)C1CCN(C(=O)C2CC(=O)N(c3ccc(C)cc3)C2)CC1 (stereo not given)	i	i	i	-3	i	i	i	-2	i	i	-4
O=C1CN(C(=O)c2ccccn2)c2ccccc2N1	i	i	i	-6	i	i	i	-2	i	i	-1
COCC(C)n1c(C)cc(C(=O)CN2C(=O)NC3(CCCCC3C)C2=O)c1C (stereo not given)	i	i	i	-4	i	i	i	-7	i	i	6
O=C(COC(=O)c1ccc(Cl)nc1)NCCC1=CCCCC1	i	i	i	-9	i	i	i	/	i	i	-9
CCc1ccc(NC(=O)CCc2nc3cccnc3n2Cc2ccc(OC)cc2)cc1	i	i	i	-5	i	i	i	6	i	i	-6
CN(CC(=O)NCc1ccccn1)S(=O)(=O)c1cc(Cl)ccc1Cl	i	i	i	-11	i	i	i	2	i	i	3
Clc1ccc(SCCn2cncn2)cc1	i	i	i	-5	i	i	i	1	i	i	1
CS(=O)(=O)c1ccc(Oc2ccc(-c3nnco3)cc2)c([N+](=O)[O-])c1	i	i	i	-3	i	i	i	1	i	i	3
COc1ccc(CCNC(=O)CSc2ccc(-c3cccs3)nn2)cc1OC	i	i	i	-6	i	i	i	-4	i	i	2
Cc1ccc(-c2cccc(C3CC=CC4C3C(=O)N(Cc3ccccc3)C4c3ccc(C(F)(F)F)cc3)c2)cc1 (stereo not given)	i	i	i	-5	i	i	i	-1	i	i	7
CCOC(=O)C(=O)Nc1ccc(S(=O)(=O)Nc2nccs2)cc1	i	i	i	-6	i	i	i	-3	i	i	11
COC/C=C/C1=CC2=CC(=O)C(C)(OC(=O)CCC(=O)OC)C(=O)C2=CO1 (stereo not given)	i	i	i	-10	/	i	i	/	/	i	2
Cc1ccc(OCc2nc(-c3ccccn3)n[nH]2)cc1	i	i	i	-8	i	i	i	0	i	i	6
Cc1cccc(Nc2nnc(SC3CCOC3=O)s2)c1C (stereo not given)	i	i	i	-7	i	i	i	8	i	i	-5
CCCN1CCN(C(=S)Nc2ccc(S(N)(=O)=O)cc2)CC1	i	i	i	-7	i	i	i	0	i	i	-7
O=C(NCC1CCCN1S(=O)(=O)c1cccs1)C(=O)Nc1ccc(F)cc1F (stereo not given)	i	i	i	-18	i	i	i	-5	i	i	4
CC(C)Cn1c(CN2CCCCC2C)nc2c1c(=O)n(C)c(=O)n2C (stereo not given)	i	i	i	-9	-8.2*	i	i	3	i	i	/
COc1ccccc1Nc1nc(-c2sc(N)nc2C)cs1	i	i	i	-6	i	i	i	1	i	i	8
O=S(=O)(Nc1cccc(-c2cn3cccnc3n2)c1)c1ccc(F)cc1	i	i	i	-4	i	i	i	-20	i	i	-65
CSc1ccc(NC(=O)C(C)N2CCN(C)CC2)cc1 (stereo not given)	i	i	i	-4	i	i	i	-1	i	i	-3
COc1ccc(CCNC(=O)CN(c2ccc(OC)c(OC)c2)S(C)(=O)=O)cc1OC	i	i	i	-10	i	i	i	-2	i	i	13
COc1ccccc1C(=O)Nc1ccc(-c2nnn(CC(=O)N3CCN(C(=O)c4ccco4)CC3)n2)cc1	i	i	i	-5	i	i	i	3	i	i	-4
CCC(C)(C)NC(=O)CN(Cc1cccs1)C(=O)CCC(=O)Nc1nccs1	i	i	i	-7	i	i	i	1	i	i	0
Cc1nc2ccccc2n1/N=C/c1ccc([N+](=O)[O-])o1	i	i	i	-6	i	i	i	6	i	i	1
CC(C)C1NCCc2c1sc1ccccc21 (stereo not given)	i	i	i	-7	i	i	i	6	i	i	1
CCN1C(=O)[C@H]2[C@@H](c3ccc(-c4ccc(Cl)c(Cl)c4)cc3)N3CCCC[C@@]3(C(=O)OC)[C@H]2C1=O	i	i	i	-14	i	i	i	-2	i	i	2
NC(=O)CC(NC(=O)c1cccc(Br)c1)c1ccc(N2CCC(N3CCCC3)CC2)c([N+](=O)[O-])c1 (stereo not given)	i	i	i	-7	i	i	i	2	i	i	5
COc1ccc(-c2cn(-c3ccccc3)c(=S)[nH]2)cc1OC	i	i	i	-6	i	i	i	2	i	i	-1
Cc1ccc(S(=O)(=O)NNC(=O)c2sc3nc(C)cc(C)c3c2-n2cccc2)cc1	i	i	i	-25	i	i	i	-1	i	i	8
Cc1ccc(NC(=O)COC(=O)c2cccnc2)c(C)c1	i	i	i	-5	i	i	i	-3	i	i	7
Cc1cc(C)c(-c2csc(NC(=O)C3=COCCO3)n2)cc1C	i	i	i	-14	i	i	i	6	i	i	7
O=C(CSCc1ccc(Cl)cc1)N/N=C/c1c(Cl)cccc1Cl	i	i	i	-1	i	i	i	-2	i	i	1
Oc1ccc(-c2nccc(-c3cccs3)n2)cc1	i	i	i	-9	i	i	i	61*	i	i	?
CCC(O)(c1ccccc1)C(CN1CCOCC1)c1ccccc1 (stereo not given)	i	i	i	-5	i	i	i	1	i	i	1
COc1ccc(N(CC(=O)NCc2ccc(F)cc2)S(=O)(=O)c2c(C)n[nH]c2C)cc1	i	i	i	-6	i	i	i	-6	i	i	3
COc1ccc(C(=O)c2c[nH]c(C(=O)NCCCn3ccnc3)c2)cc1	i	i	i	-16	i	i	i	/	i	i	2
CCCCOC(=O)c1ccc(NC(=O)CSc2nncn2C)cc1	i	i	i	-15	i	i	i	3	i	i	-2
COc1cccc2c1Oc1cc([N+](=O)[O-])cc(N(C)C(C)=O)c1C=C2	i	i	i	-4	i	i	i	-1	i	i	6
CCOC(=O)c1sc(=S)n(CC)c1NC(=O)CC	i	i	i	-5	i	i	i	1	i	i	8
CC1=C(C#N)C(c2ccoc2)C(C(=O)OCc2ccccc2)=C(N)S1 (stereo not given)	i	i	i	-11	i	i	i	5	i	i	-2
O=c1[nH]c2ccc(NC(=S)Nc3ccccc3)cc2[nH]1	i	i	i	-6	i	i	i	33	i	i	-10
O=C(Nc1ccccc1C(=O)O)c1cc(S(=O)(=O)N2CCCCC2)c(Cl)cc1Cl	i	i	i	-16	i	i	i	-4	i	i	-3
Cc1ccc(-c2cc(N)n(-c3ccccc3)n2)cc1	i	i	i	-8	i	i	i	5	i	i	7
CC(Sc1nnc(-c2ccc(OC(F)F)cc2)o1)C(=O)NCC1CCCO1 (stereo not given)	i	i	i	2	i	i	i	/	i	i	12
CC(C)(C)OC(=O)NCCCC[C@H](NC(=O)c1[nH]cnc1C(=O)N[C@@H](Cc1ccccc1)C(=O)OC(C)(C)C)C(=O)OC(C)(C)C	i	i	i	-11	i	i	i	-4	i	i	2
O=C(Cn1cc2c(n1)CCCCC2)NCc1cccs1	i	i	i	-6	i	i	i	18	i	i	-1
CCOc1ccc(S(=O)(=O)NCCC(=O)N(C)Cc2ccc(C)o2)cc1	i	i	i	-12	i	i	i	-3	i	i	-2
CCN(C(=O)CCNC(=O)Cn1cnc2ccccc2c1=O)c1ccccc1F	i	i	i	-8	i	i	i	2	i	i	2
CCCc1ccc(OCc2ccc(C(=O)NCc3cccnc3)o2)c(OC)c1	i	i	i	-6	i	i	i	-2	i	i	-2
O=C(COC(=O)CCc1nc2ccccc2c(=O)[nH]1)NC(=O)NC1CCCC1	i	i	i	-5	i	i	i	-4	i	i	-23
COC(=O)CCn1nnc(-c2ccc(C(C)C)cc2)n1	i	i	i	-17	/	i	i	4	i	i	3

Molecules from the list above that have a CF3 group:
SMILES	TRPC4 agonist	ANO1 block	TRPC4 potent	hERG protect	ANO1 activ	KCNQ1 inh	KCNK9 inh	Dyrk1A ADPGlo	KCNK3 block	KCNQ1 act	HDAC3 inhib
OCCN1CCN(c2cc(C(F)(F)F)nc3c(F)cccc23)CC1	i	i	i	-3	i	i	i	/	i	i	-3
Cc1ccc(-c2cccc(C3CC=CC4C3C(=O)N(Cc3ccccc3)C4c3ccc(C(F)(F)F)cc3)c2)cc1 (stereo not given)	i	i	i	-5	i	i	i	-1	i	i	7

From PubChem

A portion of the library; rates above refer to the full screens.
